Bioassay records (PubChem BioAssay)
LEDGF integ inh: blocks HIV-1 LEDGF/p75-dependent DNA integration | TR-FRET IN-LEDGF/p75 DNA integration, Eu/Cy5 | inhibition, % at 3.7 µM | 370,000 tested, 0.64% active | AID 743269;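 active = inhibition above the screen-wide mean plus 3 SD, cut at about 13% in these data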;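 note: signal is the Cy5 over europium emission ratio at 671 and 618 nm; 0% = plate median of compound wells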
TDP2 inh: blocks human TDP2 phosphodiesterase activity | AID 720702 | inhibition, % at 12.8 µM | recombinant TDP2, T5PNP hydrolysis, p-nitrophenol absorbance 415 nm | O95551 | 370,000 tested, 0.34% active;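 active = inhibition above the mean of all tested compounds plus 3 SD, set per campaign, cut at about 25% in these data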;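 note: 0% = DMSO with enzyme and 100% = buffer with substrate but no TDP2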
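System: recombinant human TDP2 / Amount: 120 nM TDP2 per well / Also added: 5 mM T5PNP chromogenic substrate / Doses: 12.8 µM single point, 1% DMSO / Incubation: 2 h at 37 °C / Detection: p-Nitrophenol epi absorbance / Evaluation: % inhibition relative to enzyme-containing and enzyme-free wells / Repeats: singlicate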
UHRF1 binding: UHRF1 methyl-DNA binding inhibition; Q96T88; UHRF1 binding to methylated oligo, TR-FRET; inhibition, % at 4.4 µM; 370,000 tested, 0.75% active; in the data active = inhibition above about 21%;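 note: UHRF1 SRA domain binding a hemimethylated CpG hairpin DNA probe; 0% = median of test compound wells and 100% = reference inhibitor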
TCR-CD3 inh: blocks the human TCR-CD3 interaction; TAMRA-labeled TCR probe fluorescence, biochemical; inhibition, % at 9.4 µM; 360,000 tested, 0.37% active; in the data active = inhibition above about 19%;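 note: recombinant mutant TCR 2C K166C tagged with TAMRA read by polarization; 0% = receptor in buffer alone and 100% = receptor with positive control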
SIAE inh: blocks human sialic acid acetylesterase; 370,000 tested, 0.69% active; AID 1053197; Q9HAT2; SIAE FP-Rh probe binding, fluorescence polarization; inhibition, % at 9.66 µM;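 active = inhibition above a cutoff: mean of compounds within the control limits plus 3 SD of those, cut at about 17% in these data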;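 note: 0% = plate median of compound wells and 100% = probe without SIAE protein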
Tn6 DDE FP: DD(E)-Tn6 binding inhibition, primary FP screen; Fibrin DD(E) TRITC-Tn6 fluorescence polarization displacement; inhibition, % at 8.3 µM; 370,000 tested, 0.21% active; P02675;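 active = inhibition above a per-campaign cutoff: mean of compounds within control limits plus 3 SD, cut at about 15% in these data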;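 note: 0% = median of all compound wells on the plate and 100% = blocking peptide control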
MBD2 DNA inh: blocks human MBD2 binding to methylated DNA | Q9UBB5 | TR-FRET, MBD2 binding to methylated oligonucleotide | inhibition, % at 4.4 µM | 370,000 tested, 0.31% active | AID 686964; in the data active = inhibition above about 13%
Target sequence (Q9UBB5 whole entry, looked up): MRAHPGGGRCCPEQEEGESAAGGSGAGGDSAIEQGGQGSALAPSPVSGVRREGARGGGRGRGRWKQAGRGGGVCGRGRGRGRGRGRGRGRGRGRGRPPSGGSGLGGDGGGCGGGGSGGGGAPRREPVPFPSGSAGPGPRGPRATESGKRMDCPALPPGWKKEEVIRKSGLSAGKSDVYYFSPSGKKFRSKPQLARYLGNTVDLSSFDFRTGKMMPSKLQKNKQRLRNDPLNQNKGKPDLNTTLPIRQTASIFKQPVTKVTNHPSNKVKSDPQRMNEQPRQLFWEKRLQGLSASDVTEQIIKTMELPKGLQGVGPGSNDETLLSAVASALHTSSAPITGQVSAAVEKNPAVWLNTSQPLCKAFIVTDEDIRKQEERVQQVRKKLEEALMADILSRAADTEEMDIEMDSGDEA
DDE Tn7 FP inh: inhibitors of Tn7 peptide binding to human fibrin DD(E); AID 720508; P02675; 370,000 tested, 0.13% active; inhibition, % at 8.3 µM; FP displacement of FITC-Tn7 peptide from fibrin DD(E); 0% = median of compound wells per plate;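 active = inhibition above the mean of compounds falling within the control limits plus 3 SD of them, cut at about 14% in these data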;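 note: 0% = plate median of compound wells and 100% = 10 µM Aha-Tn7 peptide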
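Assay system: human fibrin DD(E) protein / Input: 2 µM fibrin DD(E) / Benchmarks: high control of 10 µM Aha-Tn7 peptide / Measured by: fluorescence polarization of the labelled Tn7 tracer / Medium: Tris buffer with calcium and detergent, pH 7.8 / Timing: 10 min compound pre-incubation, 3 h probe incubation at room temperature / Repeats: one replicate per compound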
PRMT1 FP inh: PRMT1 (human) inhibition, primary screen; inhibition, % at 2.79 µM; recombinant PRMT1, activity-based probe fluorescence polarization; 370,000 tested, 1.3% active;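 active = inhibition above about 21% made by adding two undisclosed values, limit read from the data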
Target sequence (Q99873 whole entry, looked up): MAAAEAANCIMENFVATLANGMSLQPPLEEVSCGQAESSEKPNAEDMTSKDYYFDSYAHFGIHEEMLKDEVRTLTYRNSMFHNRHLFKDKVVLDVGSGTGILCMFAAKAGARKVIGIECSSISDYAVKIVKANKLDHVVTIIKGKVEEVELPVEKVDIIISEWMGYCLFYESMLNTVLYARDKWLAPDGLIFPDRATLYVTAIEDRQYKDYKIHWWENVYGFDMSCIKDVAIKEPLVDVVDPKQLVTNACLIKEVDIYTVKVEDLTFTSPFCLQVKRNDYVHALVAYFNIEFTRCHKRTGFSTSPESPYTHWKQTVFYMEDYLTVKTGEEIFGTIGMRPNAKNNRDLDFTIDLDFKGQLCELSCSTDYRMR
KLK7 zymogen act: proKLK7 (human) activation, primary screen; activation, % at 7 µM; 370,000 tested, 0.9% active; purified proKLK7, EDANS-DABCYL substrate fluorescence; 100% is mature enzyme control, 0% vehicle; P49862;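 active = activation above the mean of all tested compounds plus 3 SD, computed per campaign excluding outliers beyond control limits, cut at about 13% in these data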
Target sequence (P49862 whole entry, looked up): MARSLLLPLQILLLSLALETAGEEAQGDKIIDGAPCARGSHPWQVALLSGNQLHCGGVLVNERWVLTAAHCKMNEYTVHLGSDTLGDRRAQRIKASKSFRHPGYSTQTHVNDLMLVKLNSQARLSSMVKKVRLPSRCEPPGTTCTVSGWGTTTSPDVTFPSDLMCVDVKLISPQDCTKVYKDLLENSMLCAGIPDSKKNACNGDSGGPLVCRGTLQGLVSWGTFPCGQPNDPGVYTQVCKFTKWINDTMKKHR
The depositor's hits bear a star.

SMILES | LEDGF integ inh | TDP2 inh | UHRF1 binding | TCR-CD3 inh | SIAE inh | Tn6 DDE FP | MBD2 DNA inh | DDE Tn7 FP inh | PRMT1 FP inh | KLK7 zymogen act
Cc1ccc(S(=O)(=O)N2CCN(CC(=O)NC3CCCc4ccccc43)CC2)c(C)c1 (centres undefined) | 6 | -8 | -1 | 7 | -7 | -3 | -1 | -5 | -3 | 0.6
NCCCC[C@@H](C(=O)N1CCNCC1)n1cc(CCC(=O)O)nn1 | -2 | -10 | 11 | 6 | 3 | 5 | -1 | 1 | -2 | -0.9
COc1ccc(C(=O)OCC(=O)Nc2ccc3[nH]c(=O)[nH]c3c2)c(OC)c1OC | -4 | -1 | 6 | -2 | 6 | -2 | 0 | 4 | 3 | 0.4
C[C@H](CO)N1C[C@H](C)[C@@H](CN(C)S(=O)(=O)c2cn(C)cn2)Oc2ccc(NC(=O)NC3CCCCC3)cc2C1=O | -1 | -1 | 7 | -7 | -1 | 3 | 8 | 4 | -1 | 0.0
O=C(COC(=O)COc1ccc(Br)cc1)NC1CCS(=O)(=O)C1 (centres undefined) | -2 | -2 | -1 | 2 | -3 | 0 | 4 | 2 | 3 | -0.4
Cc1cn2c(=O)c3ncn(C4OC(CO)C(O)C4O)c3n(C)c2n1 (centres undefined) | 2 | 8 | 1 | 0 | 7 | -5 | -2 | -12 | -3 | 4.0
COc1ccccc1N1CCN(Cc2cnc3ccc(Cl)cn23)CC1 | 5 | -11 | 2 | -8 | 4 | -2 | 1 | 1 | -5 | -0.1
Cc1cc(C)c(C)c(S(=O)(=O)N2CCN(C(=O)c3cc(=O)[nH]c4ccccc34)CC2)c1C | -2 | 9 | 1 | -4 | 2 | 2 | 2 | -3 | -3 | 0.2
Clc1ccc(CNc2ncnc3[nH]ncc23)c(Cl)c1 | -1 | -6 | 0 | -12 | -6 | -4 | 7 | 0 | 7 | -0.2
COC(=O)c1sc2ncccc2c1OCc1c(Cl)cccc1Cl | -1 | -3 | 0 | 2 | -10 | 1 | -2 | 5 | 0 | 0.6
COc1ccc(C(=O)NCC(=O)OCc2ccc(F)cc2)cc1 | -2 | 5 | 3 | 2 | -3 | -5 | 6 | -3 | 0 | 0.2
CC(=O)c1cccc(NC(=O)COC(=O)c2ccccc2C)c1 | 4 | -10 | 3 | 6 | 1 | 1 | -3 | -3 | -2 | -0.4
O=C(Oc1ccc(C(=S)N2CCOCC2)cc1)c1cccc(Cl)c1 | 4 | -6 | 0 | -6 | 1 | -5 | -7 | -2 | 16 | 0.2
COc1cc(NC2c3ccccc3C(=O)N2Cc2ccc3c(c2)OCO3)cc(OC)c1OC (centres undefined) | -2 | -2 | 2 | -5 | 1 | 0 | 1 | 4 | 4 | -0.1
CN(CC(=O)N1CCCCCC1)S(=O)(=O)c1ccc(Br)cc1 | 2 | -6 | 5 | -7 | -2 | -4 | 2 | 0 | 0 | -0.5
COc1ccccc1NC(=O)N(C)C[C@H]1Oc2ncc(Br)cc2C(=O)N([C@H](C)CO)C[C@H]1C | -2 | 2 | 0 | 3 | 5 | 5 | -2 | 0 | -1 | 0.1
CC1=C2C3OC(=O)C(C)C3CCC2(C)C=CC1=NO (centres undefined) | -2 | 8 | 0 | 3 | 6 | 9 | 2 | -4 | -2 | -0.1
CCCC(CCC)C(=O)Nc1c[nH]c(=O)[nH]c1=O | 5 | -6 | 5 | -6 | 0 | 0 | 7 | -1 | 6 | -0.3
O=C(/C=C/c1cccs1)c1cc(Cl)ccc1OC(=O)N1CCOCC1 | 0 | -1 | -6 | 7 | -3 | 2 | -2 | -3 | 1 | 1.1
COc1ccccc1CNC(=O)C/C(C)=N/NC(=O)Cc1ccc(OC)c(OC)c1 | 1 | 3 | 2 | 3 | -1 | 0 | -3 | 2 | -2 | -0.1
NC1=NC(=O)/C(=C\c2cccnc2)S1 | 2 | 4 | -5 | 3 | 4 | -4 | -8 | -7 | -1 | 0.5
COc1cc2nc(NC(=O)c3ccc(Cl)cc3)sc(=O)c2cc1OC | 6 | -6 | 2 | -4 | -1 | -5 | 8 | -1 | 3 | 0.1
O=C(CCOc1ccccc1)Nc1ccnn1C1CCN(Cc2ccccc2)CC1 | -1 | -3 | 5 | -2 | -1 | -5 | 2 | 3 | 3 | 0.1
Cc1ccc(-n2nnnc2SCC(=O)NNC(=O)c2ccco2)c(C)c1 | -2 | 1 | 5 | 0 | 1 | -4 | 5 | 3 | 2 | -0.3

Whole records from above. Screens in order: LEDGF integ inh	TDP2 inh	UHRF1 binding	TCR-CD3 inh	SIAE inh	Tn6 DDE FP	MBD2 DNA inh	DDE Tn7 FP inh	PRMT1 FP inh	KLK7 zymogen act
COc1ccccc1NC(=O)N(C)C[C@H]1Oc2ncc(Br)cc2C(=O)N([C@H](C)CO)C[C@H]1C across the screens: -2	2	0	3	5	5	-2	0	-1	0.1
O=C(Oc1ccc(C(=S)N2CCOCC2)cc1)c1cccc(Cl)c1 across the screens: 4	-6	0	-6	1	-5	-7	-2	16	0.2
COc1ccccc1N1CCN(Cc2cnc3ccc(Cl)cn23)CC1 across the screens: 5	-11	2	-8	4	-2	1	1	-5	-0.1
NCCCC[C@@H](C(=O)N1CCNCC1)n1cc(CCC(=O)O)nn1 across the screens: -2	-10	11	6	3	5	-1	1	-2	-0.9

More records follow.
SMILES | LEDGF integ inh | TDP2 inh | UHRF1 binding | TCR-CD3 inh | SIAE inh | Tn6 DDE FP | MBD2 DNA inh | DDE Tn7 FP inh | PRMT1 FP inh | KLK7 zymogen act
NC(=O)C1CCN(C(=O)CSc2nc3ccccc3[nH]2)CC1 | 2 | 6 | 0 | 8 | 2 | 4 | -2 | 8 | -4 | 0.5
CC(OC(=O)C1=COCCO1)C(=O)NC1CCCCC1 (centres undefined) | -2 | 4 | -2 | 2 | 1 | -2 | 3 | 3 | 1 | -0.1
O=S(=O)(Nc1ccccc1F)c1cccc(NC(=S)NCCN2CCOCC2)c1 | 3 | 1 | -3 | 1 | 2 | -1 | -1 | -5 | 73* | 0.6
COc1cccc2[nH]c(=O)c(-c3ccccc3)cc12 | -1 | 3 | 0 | 7 | 2 | -6 | 3 | 8 | -1 | 0.5
CCOC(=O)N1CCC2(O)CCCCC2C1c1ccc(F)cc1 (centres undefined) | 2 | -3 | 3 | 2 | 5 | 2 | -3 | 4 | 0 | -0.7
COc1cccc(-c2nnn(CC(=O)N3CCC(C)CC3)n2)c1 | 6 | -29 | 2 | -7 | 4 | -6 | -4 | -3 | -7 | 0.0
COc1cccc(C(=O)CN2C(=O)C(C)(C)Oc3ccc(C(=O)N4CCOCC4)cc32)c1 | -2 | -1 | 1 | -7 | -3 | -3 | 2 | 1 | -1 | 0.3
C=CCN(c1cccc(C(F)(F)F)c1)S(=O)(=O)c1cccc(C(=O)OCC(=O)NC(N)=O)c1 | 0 | 8 | -2 | 6 | -2 | -9 | -1 | 3 | -2 | 0.7
Cc1ccc(C(=O)N/N=c2\sc3ccccc3n2C)cc1 | -4 | 5 | 2 | -7 | 1 | -2 | -1 | -1 | -2 | -0.5
CC1(C)Cc2ccccc2C(/C(=N\Nc2cccc(Cl)c2)C(N)=O)=N1 | 1 | 9 | -2 | 11 | 0 | -3 | -6 | 8 | -8 | 0.3
Cc1ccc(S(=O)(=O)N2CCC(N3CCN(C)CC3)CC2)cc1Cl | 5 | 0 | 2 | 6 | 0 | -4 | 1 | -9 | -2 | -0.1
Cc1ccc([C@@H]2[C@@H]3C(=O)N(C)C(=O)[C@@H]3[C@]3(C)C(=O)N(Cc4ccccn4)CC(=O)N23)o1 | -2 | 7 | -2 | 4 | 2 | -1 | 3 | -8 | -1 | -0.4
C=CCOc1cccc(/C=C\c2nc(O)c([N+](=O)[O-])c(=O)[nH]2)c1 | 3 | 13 | -2 | -4 | 0 | 5 | -5 | 2 | 2 | -0.9
Nc1cc(=O)[nH]c(SCC(=O)NCCC2=CCCCC2)n1 | 3 | -2 | 0 | -1 | -1 | 2 | 0 | -5 | 0 | -0.5
Cc1ccc(NC(=O)CCC(=O)NNC(=O)NC2CCCCC2)c(C)c1 | 2 | -3 | -1 | -2 | 4 | -3 | 4 | -1 | -1 | 0.0
CC(C)[C@H](NC(=O)NCCc1ccc(F)cc1)C(=O)O | -2 | 6 | -1 | 2 | 8 | 0 | -3 | 6 | -7 | 0.0
Cn1c(CCn2ccccc2=O)nc2cc(NC(=O)COc3ccccc3)ccc21 | 0 | 1 | 1 | -2 | 2 | -1 | 0 | -2 | 2 | 0.2
Cc1cc(S(=O)(=O)NC2CCCCC2)ccc1OCC(=O)NCc1cccnc1 | -2 | -6 | -3 | 1 | 0 | -3 | 2 | -1 | -1 | -0.1
COc1cc(OC)c(OC)cc1CNCc1ccc2c(c1)OCO2 | 3 | 12 | 1 | -7 | 5 | -5 | 5 | -1 | 6 | 0.2
CCN(CC)c1ccc(C(=O)N/N=C(\C)c2ccc(O)cc2)cc1 | -8 | 2 | 0 | -1 | 4 | -6 | 4 | 3 | 1 | 0.4
C#CCOCCOCCOCCNc1nc(N2CCOCC2)nc(N2CCN(C(=O)[C@H]([C@@H](C)CC)n3cc(CCCCN)nn3)CC2)n1 | 2 | -2 | 5 | -2 | 9 | 3 | 8 | 4 | 3 | 0.1
Cc1ccc2c(CC(=O)NCc3ccco3)coc2c1C | 4 | -6 | 2 | -13 | 4 | 3 | -1 | -2 | 4 | 0.1
O=C(NCc1ccc(F)cc1)c1cnccn1 | 3 | -3 | 0 | 4 | 2 | 5 | 0 | 3 | 1 | 0.3
COc1ccc(OCCCn2cc(/C=C3/C(=N)N4C=C(C)SC4=NC3=O)c3ccccc32)cc1 | -3 | 8 | -2 | 0 | -1 | 3 | -2 | 7 | 0 | -0.2
O=C(C=P(c1ccccc1)(c1ccccc1)c1ccccc1)c1ccccc1-c1ccccc1C(=O)C=P(c1ccccc1)(c1ccccc1)c1ccccc1 | 1 | -3 | 1 | 3 | 0 | -6 | -8 | -9 | -3 | 0.2
COc1cc(/C=N/n2c(=S)[nH]nc(C)c2=O)cc([N+](=O)[O-])c1O | -2 | 9 | -6 | 0 | -3 | 4 | 0 | 3 | 0 | -0.2
COc1ccc(-c2cc(C(=O)NCCN3CCOCC3)no2)cc1OC | -1 | 2 | 0 | 0 | 1 | 0 | 1 | -3 | 1 | -0.9
C[C@H](CO)N1C[C@H](C)[C@@H](CN(C)Cc2ccc3c(c2)OCCO3)OCc2cnnn2CCCC1=O | 2 | 9 | 1 | 9 | 4 | 7 | 1 | 9 | 0 | 0.9
Cc1ccsc1C(=O)c1sccc1C | -1 | -5 | -1 | -3 | 3 | -2 | 5 | -7 | 3 | 0.3
CC(=O)Nc1ccccc1C(=O)C(=O)Nc1cccc(C(=O)NCc2ccc(C)cc2)c1 | 5 | -3 | -2 | 2 | -1 | 2 | -1 | -3 | -4 | -0.1
COc1ccccc1NC(=O)N1CCCC1C(=O)NC1CCCCC1 (centres undefined) | 3 | 9 | -1 | -3 | -2 | 5 | -5 | 3 | 0 | -0.1
